Bioassay records from PubChem.
RmlC RmlD mix = mixture blocks RmlC and RmlD coupled enzyme activity. RmlC/RmlD coupled enzyme inhibition, 384-well mixture HTS. inhibition, % at 5.5 µM. 110,000 compounds, 0.39% hits. AID 1532; in the data active means inhibition above about 30%, passing the limit was not always enough; inconclusive means no clear call, values can overlap the other calls; further: strong numbers were not always called active
RT RNaseH block = inhibitors of HIV-1 reverse transcriptase RNase H; AID 565; 65,000 compounds, 1.9% hits; P04585; RT-RNase H RNA/DNA duplex cleavage, fluorescence; inhibition, % at 10 µM; in the data active means inhibition above about 50%
Numbers without * were called inactive; ? = inconclusive; . = not tested or not shown.

smiles,RmlC RmlD mix,RT RNaseH block
FC(F)(F)c1cc(-c2cccs2)nc(-n2cc(Br)cn2)n1,-22,.
COc1ccc2[nH]c(=O)c(CN(CCCN3CCOCC3)C(=O)NCc3ccccc3)cc2c1,.,0
CN(Cc1ccccc1)C(=O)c1ccc2c(c1)OCO2,-1,-4
CC(=O)c1cccc(N(CC(=O)N2CCCCC2)S(C)(=O)=O)c1,-14,.
CC(Sc1nc(N2CCOCC2)c2c(c1C#N)CC(C)(C)OC2)C(=O)Nc1ccccc1 (stereo unspecified),-6,27
CC1=NN(C(=O)c2c(Br)cnn2C)C(O)(C(F)(F)F)C1 (stereo unspecified),6,.
O=C(CSc1ccccn1)Nc1nc2ccc(Br)cc2s1,3,.
C=CCc1ccc(OCCCN2CCCC(C)C2)c(OC)c1 (stereo unspecified),-5,.
CCOC(=O)C1CCN(Cc2cnc(NC(=O)OC)s2)CC1,-11,-23
O=C(NC1CCCC1)C1CCCN(S(=O)(=O)c2cnc[nH]2)C1 (stereo unspecified),6,-10
COc1ccc(CNC(=O)Nc2cccc3ccccc23)cc1,9,.
O=C(Cc1noc2ccccc12)Nc1ccc2ccccc2c1,-8,.
COC(=O)c1c(-c2cccnc2)csc1NC(=O)c1cc(C)on1,-8,86*
Cc1cc(NC(=O)CSc2ccc(-c3nc4cc(C)c(C)cc4[nH]3)cn2)no1,-39,70*
CCC/C=C1/CCCOC(C(=O)NCc2cc(C)n(C)n2)(C(F)(F)F)C1 (stereo unspecified),4,.

Entries of single compounds, quoted from the list. Screens in order: RmlC RmlD mix, RT RNaseH block
C=CCc1ccc(OCCCN2CCCC(C)C2)c(OC)c1 (stereo unspecified) across the screens: -5, .
O=C(NC1CCCC1)C1CCCN(S(=O)(=O)c2cnc[nH]2)C1 (stereo unspecified) across the screens: 6, -10

(more compounds)
smiles,RmlC RmlD mix,RT RNaseH block
COC(=O)CSc1nnc(-c2cccs2)n1-c1ccc(Cl)cc1,-10,-16
CCOC(=O)C1(CC)NC(c2ccco2)C2C(=O)N(c3ccc(C)cc3)C(=O)C21 (stereo unspecified),-2,-3
Cc1nc2ncnn2c(N2CCN(C(c3ccccc3)c3ccccc3)CC2)c1C,-3,-11
CCOC(=O)C1=C(C)NC2=C(C(=O)CC(c3ccc(OC)c(OC)c3)C2)C1c1ccc(C)o1 (stereo unspecified),.,-2
CSCCC1C(=O)OC2(C)CC(C)(C)NC(=S)N12 (stereo unspecified),-15,.
C=C[C@H]1[C@H](OC2OC(CO)C(O)C(O)C2O)OC=C(C(=O)OC)[C@H]1C[C@H]1CC(=O)C[C@H](CC(=O)CCc2ccc(O)cc2)O1 (stereo partly specified),-13,.
COC(=O)c1sccc1-c1ccc(C(=O)Nc2ccccc2)o1,1,.
Cc1c(NC(=O)c2cc(-n3cnnc3)ccc2Cl)cccc1-c1nc2ccccc2s1,8,.
COc1ccc(N2CCN(C(=O)CSc3ncnc4scc(-c5ccc(C)cc5)c34)CC2)cc1,6,.
O=C(COc1cc(O)c2c(=O)cc(-c3ccccc3)oc2c1)c1ccccc1,8,.
Cc1ccc(S(=O)(=O)NC(C)C(c2cccs2)N2CCN(C)CC2)cc1 (stereo unspecified),-3,-2
O=C(Nc1cccc(Oc2ccc3c(c2)C(=O)NC3=O)c1)c1ccco1,77,-5
Cc1ccc(S(=O)(=O)N2CCN(Cc3cccc(C)c3O)CC2)cc1,-15,-7
CCc1ccccc1NC(=S)NC1CC2CCCC(C1)N2Cc1cccs1 (stereo unspecified),-11,.
Cc1ccc(NC2=CC(=O)OC(C)C2)cc1 (stereo unspecified),-10,.
Cc1ccc(NC(=O)CS(=O)CC(=O)NCCCN(C)c2ccccc2)cc1 (stereo unspecified),-10,-27
CC(=O)c1cccc(N=C2NC(=O)C(CO)(CO)S2)c1,4,6
CCC(C)C1NC(=S)N(C2CCCCC2)C1=O (stereo unspecified),-4,.
CCCOc1ccc(CCN2CCC(=O)NC2=O)cc1C,-13,-38
Cc1ccc(NC(=O)C2CCCN(S(=O)(=O)c3ccc4c(c3)oc(=O)n4C)C2)nc1 (stereo unspecified),-1,-11
O=C(NCCCCc1ccccc1)C12CN(Cc3ccccc3)CC1C(c1cccc([N+](=O)[O-])c1)=NO2 (stereo unspecified),-2,.
COc1cc(OC)cc(C(=O)NC(=S)Nc2cccnc2)c1,-7,.
CC1=C(C(=O)OC(C)C)C(c2c[nH]c3ccccc23)n2ncnc2N1 (stereo unspecified),8,-11
CCOC(=O)c1cc(C#N)c(SCC(=O)c2cc(C#N)c(SC)nc2C)nc1C,.,27
Cc1ccsc1/C=C1\SC(N2CCOCC2)=NC1=O,9,.
CC(C)SCCCOc1ccc(C(C)(C)C)cc1,12,.
O=C(COC(=O)c1ccc(S(=O)(=O)N2CCCC2)cc1)NCc1ccccc1,5,0
CCS(=O)(=O)CCSc1nc(C)cc(C)c1C#N,-17,-24
Clc1cccc(Cl)c1/C=C/c1nc2ccccc2[nH]1,-169,.
CCCCCCn1c(SCC(=O)c2c(N)n(C)c(=O)n(C)c2=O)nc2ccccc21,12,.
O=C1CCCC(O)=C1C1C2=C(CCCC2=O)Oc2ccccc21 (stereo unspecified),4,4
O=C(C1CCN(S(=O)(=O)c2cccc3nsnc23)CC1)N1CCN(c2ccccc2F)CC1,-10,-4
c1ccc(NCc2nnc3n2CCCCC3)cc1,?,1
Cc1onc(-c2c(Cl)cccc2Cl)c1C(=O)Nc1ccc2c(c1)OCO2,9,-6
O=C(Nc1nnc(-c2ccc3c(c2)OCCO3)o1)c1ccc(Cc2ccccc2)cc1,33,59*
CCOC(=O)[C@H](CCc1ccccc1)N[C@@H](C)C(=O)N1CCC[C@H]1C(=O)O,-11,-2
CC(C)c1nnc(NC(=O)C2CCN(c3nc4ccccc4s3)CC2)s1,-2,2
CC(=O)N1CCN(C2=NC(=O)C(=C3CCCCC3)S2)CC1,-1,.
CC(=O)Nc1c(O)n(C)c2ccccc12,-12,7
O=C(CSc1nnc(-c2ccccn2)n1Cc1ccco1)Nc1ccc2c(c1)OCO2,-6,.
CN(C)C(=O)Oc1ccc(OC(=O)c2ccccc2)cc1,3,-2
COc1ccc(NC(=O)C2CCN(C(=O)NCc3ccccc3)CC2)cc1,4,0
Cc1cc(C(=O)CN(Cc2ccc(F)cc2)S(=O)(=O)c2ccc3c(c2)OCCO3)c(C)n1C,15,10
CN1CCN(c2oc(-c3ccco3)nc2S(=O)(=O)c2ccccc2)CC1,-12,1
CCOc1ccc(C(O)c2nccn2Cc2ccccc2)cc1 (stereo unspecified),-9,2
CCc1ccccc1NC(=O)C1NC(=O)CC1c1ccccc1 (stereo unspecified),5,.
CCOC(=O)N1CCN(C(=O)c2cc(S(=O)(=O)N3CCCC3)cn2C)CC1,20,-16
CC(C)(C)C(=O)NC1CCN(S(=O)(=O)c2ccccc2F)CC1,9,0
CC(C)CN(CC(C)C)C(=O)C12CCC(C)(C(=O)C1)C2(C)C (stereo unspecified),10,3
CC(C)OC(=O)CSc1nnc(-c2ccco2)n1N,.,8
CN(C)c1ccnc(N(Cc2ccccc2)Cc2ccccc2)c1C#N,10,.
COc1cc(CN2CC(C)OC(C)C2)cc(OC)c1 (stereo unspecified),-33,-2
COc1ccc(C(=O)/C=C/c2ccc(O)cc2)c(O)c1CC=C(C)C,4,.
CCOC(=O)/C=C/CN(C(=O)OC(C)(C)C)S(=O)(=O)N1CC=CC1,-4,.
Cc1cccc(C)c1N1CC(=O)N(c2c(C)cccc2C)CC1=O,-11,.
CCCOC(=S)NC(=O)c1sc2ccccc2c1Cl,2,.
O=c1[nH]c2c(c3c1CCCC3)CCCC2,-14,-12
Cc1cccc(-n2nc(C)cc2N)c1,7,.
Cc1nn(-c2ncc(C(F)(F)F)cc2Cl)c(=O)n1-c1ccccc1,-15,.
CCCNC(=O)CS(=O)(=O)Cc1nc(-c2ccccc2C)oc1C,-17,-1

(listing goes on)
Screens in order: RmlC RmlD mix, RT RNaseH block
> c1ccc(-c2ccccc2-c2nc(-c3cccnc3)no2)cc1
  1, -61
> COC(=O)CN(C#N)c1nc(OC)nc(N(C)C)n1
  -17, 19
> CC(CC(=O)Nc1nncs1)c1ccccc1 (stereo unspecified)
  8, .
> C/C(=N\NC(=O)C(NC(=O)c1ccccc1)C(C)C)c1ccccc1 (stereo unspecified)
  -9, .
> CCCCn1c(O)c(C(CC)=Nc2cccc(C(=O)O)c2)c(=O)[nH]c1=O
  -6, -6
> CCc1cn([C@H]2C[C@H](O)[C@@H](CO)O2)c(=O)[nH]c1=O
  10, -5
> O=C(NCc1ccc2c(c1)OCO2)c1cccc(C(=O)NCc2ccc3c(c2)OCO3)c1
  -10, -6
> Cc1cccc(NC(=S)NNC(=S)NCc2ccccc2)c1
  5, .
> CSc1nnc(Nc2ccccc2C)s1
  8, .
> Oc1ccccc1/C=N/n1c(-c2cccs2)n[nH]c1=S
  6, .
> O=C(CN(Cc1ccccc1)S(=O)(=O)c1ccccc1)N/N=C/c1ccc2c(c1)OCO2
  -7, .
> CCc1ncc(C(O)c2cccc(OC)c2OC)n1C (stereo unspecified)
  6, 0
> Cc1ccc(-c2nn(C)c(=O)c3ccccc23)cc1CNC(=O)CSc1nc2ccccc2o1
  1, 4
> Cc1cc(O)c(C=O)c2c1C(=O)Oc1c(CO)c(O)c3c(c1O2)C(O)OC3=O (stereo unspecified)
  13, .
> CN1C(C(=O)NCc2cccc(Br)c2)CC2Cn3c(nc4cc(Cl)c(Cl)cc43)C21 (stereo unspecified)
  3, .

An excerpt from above in order of length of the SMILES, ascending:
Screens in order: RmlC RmlD mix, RT RNaseH block
> CSc1nnc(Nc2ccccc2C)s1
  8, .
> CC(CC(=O)Nc1nncs1)c1ccccc1 (stereo unspecified)
  8, .
> CCc1ncc(C(O)c2cccc(OC)c2OC)n1C (stereo unspecified)
  6, 0
> COC(=O)CN(C#N)c1nc(OC)nc(N(C)C)n1
  -17, 19
> Cc1cccc(NC(=S)NNC(=S)NCc2ccccc2)c1
  5, .
> Oc1ccccc1/C=N/n1c(-c2cccs2)n[nH]c1=S
  6, .
> c1ccc(-c2ccccc2-c2nc(-c3cccnc3)no2)cc1
  1, -61
> C/C(=N\NC(=O)C(NC(=O)c1ccccc1)C(C)C)c1ccccc1 (stereo unspecified)
  -9, .
> CCc1cn([C@H]2C[C@H](O)[C@@H](CO)O2)c(=O)[nH]c1=O
  10, -5
> CCCCn1c(O)c(C(CC)=Nc2cccc(C(=O)O)c2)c(=O)[nH]c1=O
  -6, -6
> Cc1cc(O)c(C=O)c2c1C(=O)Oc1c(CO)c(O)c3c(c1O2)C(O)OC3=O (stereo unspecified)
  13, .
> O=C(NCc1ccc2c(c1)OCO2)c1cccc(C(=O)NCc2ccc3c(c2)OCO3)c1
  -10, -6
> CN1C(C(=O)NCc2cccc(Br)c2)CC2Cn3c(nc4cc(Cl)c(Cl)cc43)C21 (stereo unspecified)
  3, .
> O=C(CN(Cc1ccccc1)S(=O)(=O)c1ccccc1)N/N=C/c1ccc2c(c1)OCO2
  -7, .

More compounds.
Screens in order: RmlC RmlD mix, RT RNaseH block
> COc1ccc(C(=O)C(C)N(C(=O)c2ccc(Cl)cc2Cl)N2C(=O)C3C4C=CC(C4)C3C2=O)cc1 (stereo unspecified)
  -10, .
> CCCCc1c(O)nc(N2CCN(Cc3ccccc3)CC2)[nH]c1=O
  25, 1
> CCSc1nnc(Cc2cc(=O)[nH]c(=O)[nH]2)n1-c1cc(C)ccc1C
  11, -14
> CCOC(=O)c1ccc(NC(=O)c2nc[nH]c2C(=O)N2CCN(C(=O)OC(C)(C)C)CC2)cc1
  -20, .
> O=C(NCCCN1CCOCC1)c1c(O)c2ccccc2[nH]c1=O
  9, -5
> CS(=O)(=O)N1CCC(C(=O)Nc2ccccc2)CC1
  1, .
> CC(C)NC(=O)c1cccc(C(F)(F)F)c1
  -20, .
> CCOc1ncccc1C(=O)OCC(=O)NCCc1ccc(OC)cc1
  ., -12
> COC(=O)c1cc(=O)n2c(-c3ccc(OC)cc3)csc2n1
  4, -6
> Cc1cc(C)n(-c2nc(-c3ccccc3)cs2)n1
  4, .
> N#Cc1cc(Oc2cccnc2)c(Oc2cccnc2)cc1C#N
  7, .
> COC(=O)c1ccc(NC(=O)C(C)N2C(=O)c3ccccc3C2=O)cc1 (stereo unspecified)
  -7, -6
> N#C/C(=C\c1cccc2ccccc12)c1nn(-c2ccccc2)c(N)c1C#N
  31, .
> CC(=O)Nc1ccc(NC(=O)Cn2cnc3c(cnn3C(C)(C)C)c2=O)cc1
  8, -3
> Cc1oc2c(c1C(=O)NCCO)CCCC2
  5, .
> CCOc1cc(/C=C(/C#N)c2nc3ccccc3[nH]2)ccc1OCc1ccc(C(=O)O)o1
  0, .
> N#Cc1ccc(CSc2nnc(NC(=O)C3CCCO3)s2)cc1 (stereo unspecified)
  5, -4
> CCOc1ccc2nc(-c3ccccc3)nc(SCC(=O)Nc3ncc(C)s3)c2c1
  30, .
> O=C(Oc1ccc(=O)n(-c2ccccc2)n1)c1cccc(Cl)c1
  11, .
> Cc1cccn2cc(CCNC(=O)c3ccco3)nc12
  -10, .
> c1ccc(Oc2ncnc3oc(-c4ccccc4)cc23)cc1
  -1, .
> Cc1nc2cc(S(=O)(=O)N3CCC(C(=O)O)CC3)ccc2n1C1CCCC1
  -12, -19
> Cc1ccc(C(=O)COC(=O)CNC(=O)C(c2ccccc2)c2ccccc2)cc1[N+](=O)[O-]
  -10, .
> O=C1CCCc2c1nc(-c1ccco1)n2O
  22, 7
> CCn1cnc2c1c(=O)n(CC(=O)N1CCc3ccccc31)c(=O)n2Cc1ccccc1
  -3, -3
> CC(C)Oc1ccc2nnnn2n1
  ., 0
> CCCNC(=O)Nc1ccccc1C(=O)Nc1ccc(OC)cc1
  4, -4
> Fc1ccccc1N1CC(c2ccccc2)C(c2cccs2)=N1 (stereo unspecified)
  -278, .
> CCN1CCN(CC(=O)Nc2sc3c(c2C#N)CCC(C)C3)CC1 (stereo unspecified)
  12, 3
> Cc1ccnc(NC(=O)c2cc(-n3cnnc3)ccc2Cl)c1
  -15, .
> COc1cccc(Nc2nc(-c3ccc4c(c3)OCCO4)cs2)c1
  21, .
> C=CCn1c(-c2ccc3[nH]c(C)c(C)c3c2)n[nH]c1=S
  6, .

Some of the compounds tested; rates above refer to the full screens.
